Runt-CBFb FRET: blocks binding of human RUNX1 Runt domain to CBFb; Q01196+Q13951; Cerulean-Runt/Venus-CBFb FRET ratio 530/480, 1 h; inhibition, % at 20 µM; hit rate 0.46% among 220,000; AID 1496;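 active means inhibition over about 50% at 20 µM in the single-dose screen, limit read from the data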;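 further: 0% = DMSO wells and 100% = excess unlabeled CBFb competitor control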
Target sequence (Q01196 whole entry, looked up, the tested form may be a part): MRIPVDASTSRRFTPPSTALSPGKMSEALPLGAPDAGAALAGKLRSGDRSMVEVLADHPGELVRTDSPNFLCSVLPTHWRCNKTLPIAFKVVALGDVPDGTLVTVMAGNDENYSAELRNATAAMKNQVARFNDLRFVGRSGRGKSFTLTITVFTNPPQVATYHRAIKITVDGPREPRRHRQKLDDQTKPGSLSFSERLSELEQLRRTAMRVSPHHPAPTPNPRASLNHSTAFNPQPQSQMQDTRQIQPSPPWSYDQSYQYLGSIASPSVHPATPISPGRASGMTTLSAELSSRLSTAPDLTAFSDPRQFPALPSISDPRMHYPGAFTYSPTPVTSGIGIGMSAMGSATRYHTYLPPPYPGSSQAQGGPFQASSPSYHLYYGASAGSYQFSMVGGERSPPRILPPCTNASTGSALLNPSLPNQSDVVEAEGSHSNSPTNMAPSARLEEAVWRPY
Target sequence (Q13951 whole entry, looked up, the tested form may be a part): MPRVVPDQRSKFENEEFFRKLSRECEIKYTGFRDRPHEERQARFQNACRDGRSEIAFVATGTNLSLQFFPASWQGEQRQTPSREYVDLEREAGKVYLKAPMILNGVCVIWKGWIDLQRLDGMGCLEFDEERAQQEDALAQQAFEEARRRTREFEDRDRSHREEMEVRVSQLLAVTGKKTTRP
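System: Cerulean-labeled Runt domain protein | Quantity: 100 nM of each labeled protein | Schedule: 1 h compound exposure, room temperature | Detection: Fluorescence energy transfer, 422 nm excitation, 530/480 nm emission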
PERK inhibitor: human PERK inhibition, primary cell-based screen | inhibition, % at 5.6 µM | hit rate 0.17% among 220,000 | CHO PERK-DD fusion, SEAP luminescence translation reporter | Q9NZJ5;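 active means inhibition above the mean inhibition of all tested compounds plus 3 SD, set separately per screening campaign, cut at about 2.9% in these data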;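 further: PERK kinase domain activated by AP20187 dimerizer at 100 nM; 0% = DMSO with dimerizer and 100% = rapamycin at 8.4 µM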
TNF necrop inh: inhibitors of TNF-alpha induced necroptosis in Jurkat FADD-/- cells; Jurkat FADD-/- TNF necroptosis rescue, ATP luminescence, 24 h; 0 = TNF only, 100 = no-TNF cells; activation (protection from cell death), % at 10 µM; hit rate 0.068% among 220,000; AID 463075;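 active means activation, meaning protection from cell death, of at least 50% relative to plate controls; inactive means activation below 50%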;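 further: necroptosis triggered by 40 ng/mL TNF-alpha added together with compound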
EP2 modulator: modulators of human EP2 prostaglandin E2 receptor; P43116; EP2-expressing cells, cAMP HTRF FRET, PGE2 co-stimulation; induction, % at 25 µM; hit rate 0.83% among 260,000; AID 940;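 active means compounds whose cAMP rise, as percent of the full-agonist control response, exceeds 60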;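 further: rat C6 glioma line stably carrying human EP2 under a CMV promoter; the protocol text gives 20 µM as final concentration; 100% = response of wells given 1 µM PGE2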
EP2 antag: blocks the human prostaglandin E2 receptor EP2; P43116; inhibition, % at 25 µM; hit rate 0.52% among 260,000; C6 glioma cells expressing human EP2, cAMP TR-FRET; cells stimulated with saturating PGE2;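 active means percent inhibition above 40 after rounding to a whole number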;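 further: rat C6 glioma host cells with rolipram phosphodiesterase inhibitor present; the protocol text gives 20 µM as final concentration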
Runt-SMMHC FRET: blocks binding of human RUNX1 Runt domain to CBFb-SMMHC | inhibition, % at 20 µM | Q01196+Q13951 | hit rate 0.74% among 220,000 | Cerulean-Runt/Venus-CBFb-SMMHC FRET ratio 530/480, 1 h;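 active means mean inhibition across duplicate retests at 20 µM reaching about 50%, limit read from the data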;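 further: 0% = DMSO wells and 100% = wells with excess untagged CBFb-SMMHC; inhibitors lower the FRET ratio by blocking Runt binding to CBFb-SMMHC; some results filed as inactive read as strong as hits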
RBBP9 inh: human RBBP9 hydrolase inhibition. O75884. recombinant RBBP9, FP-Rh probe fluorescence polarization. inhibition, % at 7.94 µM. hit rate 0.2% among 220,000. AID 1515;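 active means inhibition above the campaign mean of all tested compounds plus 3 SD, cut at about 14% in these data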;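 further: plate controls were DMSO wells with RBBP9 for no effect and wells lacking RBBP9 protein for full effect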
Target sequence (O75884 whole entry, looked up): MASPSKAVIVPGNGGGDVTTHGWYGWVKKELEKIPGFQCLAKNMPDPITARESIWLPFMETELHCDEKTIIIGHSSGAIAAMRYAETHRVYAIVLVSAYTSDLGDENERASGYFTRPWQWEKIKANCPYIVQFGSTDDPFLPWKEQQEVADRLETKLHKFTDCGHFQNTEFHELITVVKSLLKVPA
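System: RBBP9 protein / Quantity: 2.5 µM RBBP9 dispensing solution, before mixing / Also added: Serine-hydrolase probe FP-Rh, 375 nM pre-mixing / Dosing: 7.94 µM single dose, 0.794% DMSO / Timing: enzyme-compound preincubation 30 min, then probe labeling 45 min, 25 °C / Signal: FP readout at 525/598 nm / Controls: DMSO-treated enzyme wells and wells lacking RBBP9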
zVAD death inh: L929 zVAD cell death inhibition | viability rescue, % at 10 µM | hit rate 0.38% among 220,000 | L929 zVAD necroptosis rescue, ATP luminescence, 24 h; with zVAD 60 µM;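 active means activation, scaled between plate controls, above about 75%, limit read from the data; inactive means activation under that limit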;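 further: 0% = zVAD with DMSO and 100% = DMSO alone without zVAD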
Hck-Nef inh: inhibitors of human Hck kinase activated by Nef. hit rate 0.68% among 220,000. P08631. Recombinant Hck-YEEI plus Nef, Z-Lyte FRET kinase assay. inhibition, % at 20 µM;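 active means Hck-Nef kinase inhibition above about 50%, limit read from the data; inactive means inhibition below that limit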;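 further: 0% = DMSO with Hck plus Nef and 100% = Hck alone without Nef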
* marks the source's active call; other numbers are inactive results; nt = not tested or not shown; & = joins results of further samples. A portion of the library. The share of hits here may be higher or lower than overall.

SMILES	Runt-CBFb FRET	PERK inhibitor	TNF necrop inh	EP2 modulator	EP2 antag	Runt-SMMHC FRET	RBBP9 inh	zVAD death inh	Hck-Nef inh
CCOc1ccc(C(=O)NC(=S)N(Cc2ccccc2)Cc2ccccc2)cc1	1	-1.5	-3.6	33	7	6	-11	0.7	1
NC(=O)C1(N2CCCCC2)CCN(C(=O)c2cccs2)CC1	0	0.3	-0.5	14	13	-2	-7	0.4	1
COc1ccc(C2C(C#N)=C(N)Oc3cc4c(cc32)OCO4)cc1 (stereo unspecified)	13	0.7	-11	15	6	10	-9	-0.6	4
CCOc1nc(NC(=O)NS(=O)(=O)c2ccccc2F)nc(-c2ccccc2)n1	0	0.5	4.4	9	5	-1	0	1.8	16
Cn1c(-c2cccc3ccccc23)n[nH]c1=S	4	1.2	-0.1	14	4	7	-10	-0.2	3
CCc1nnc(NC(=O)CN2C(=O)CCC2=O)s1	-1	0.3	1.3	13	5	4	-10	0.7	1
O=C(O/N=C1\CCS(=O)(=O)c2sccc21)c1ccccc1	1	0.0	-2.7	2	3	2	12	-0.3	-3
Cc1cc(C(=O)COC(=O)Cc2n[nH]c(=O)c3ccccc23)c(C)n1-c1ccc2c(c1)OCCO2	2	0.0	-4.7	6	11	-2	-3	-0.8	0
COc1ccc(/C=N/NS(=O)(=O)c2ccccc2)cc1OC(=O)c1ccc(C)cc1	-1	1.1	-2.2	17	nt	-4	1	0.6	1
Cn1nnnc1SCC(=O)Nc1nc(-c2ccccc2)c(-c2ccccc2)o1	-2	-1.0	-2.5	19	16	0	0	0.2	7
O=C(CCN1C(=O)c2cccc3cccc(c23)C1=O)Nc1ccccc1	-3	1.4	0.5	1	7	1	-1	3.1	1
O=C1CN(C(=O)CSc2nnnn2-c2ccc(Cl)cc2)c2ccccc2N1	-2	0.3	2.5	-28	1	-2	-7	0.3	7
O=C(Cc1cccc2ccccc12)Nc1nc2ccccc2[nH]1	1	-2.1	4.7	-38	9	1	-7	0.4	2
CCSc1ccccc1C(=O)NCc1cccnc1	0	-0.6	-0.4	4	5	3	3	6.6	25
Cc1nn(C(C)C(=O)c2cccc(Cl)c2)c(C)c1[N+](=O)[O-] (stereo unspecified)	1	2.0	-0.4	36	5	-2	-2	-0.5	9
CCCc1nnc(NC(=O)CSc2ncn[nH]2)s1	0	0.2	0.1	22	7	4	-8	0.8	1
COc1ccc(C2C(C(=O)Nc3ccc(F)cc3)=C(C)Nc3nc(CCCO)nn32)cc1 (stereo unspecified)	2	1.4	0.3	0	9	0	-5	0.1	2
CC1CN(CC(=O)c2c(N)n(Cc3ccccc3)c(=O)n(C)c2=O)CC(C)O1 (stereo unspecified)	2	0.1	-0.4	2	5	9	-1	0.2	0
O=C(OCc1cncs1)c1ccccc1Cl	-1	0.8	0.2	-3	6	0	0	3.3	-6
Cn1c(=O)c(C(=O)Nc2cnccn2)c(O)c2ccccc21	0	nt	nt	34	8	1	nt	nt	nt
O=CN1CCCN(Cc2nc(-c3cccc(Cl)c3)no2)CC1	-2	-0.1	-0.1	2	8	-1	-3	0.0	-8
O=C(COC(=O)CCN1C(=O)c2cccc([N+](=O)[O-])c2C1=O)NC1CCS(=O)(=O)C1 (stereo unspecified)	-2	1.0	1.0	22	7	-10	-7	1.3	22
O=C(NCCC1=CCCCC1)c1ccc(Cl)c([N+](=O)[O-])c1	-2	0.4	5.4	-11	9	-1	-2	-0.1	2
CCS(=O)(=O)N1CCN(c2cccc(C)c2C)CC1	1	-1.3	-6.0	11	8	3	-3	0.6	1
O=C(COC(=O)/C=C/c1ccc(Cl)cc1Cl)Nc1ccc2c(c1)OCCO2	-4	0.1	-0.2	8	7	0	-13	-0.2	-16

Some values from the list:
O=C(Cc1cccc2ccccc12)Nc1nc2ccccc2[nH]1 | RBBP9 inh = -7
CCSc1ccccc1C(=O)NCc1cccnc1 | TNF necrop inh = -0.4

The list continues:
SMILES	Runt-CBFb FRET	PERK inhibitor	TNF necrop inh	EP2 modulator	EP2 antag	Runt-SMMHC FRET	RBBP9 inh	zVAD death inh	Hck-Nef inh
O=C(c1cccs1)N1CCN(C/C=C/c2ccccc2)CC1	0	-0.1	-1.2	-13	14	2	4	-0.3	1
Cc1sc2nc(SCc3nc4ccccc4[nH]3)n(Cc3ccco3)c(=O)c2c1C	10	-0.3	-0.2	-2	nt	1	-9	0.8	9
FC(F)(F)c1cccc(Nc2ncnc3ccccc23)c1	-1	0.1	0.1	-53	6	0	-5	3.0	0
COc1ccc(C(=O)Cn2nnc(-c3ccccc3F)n2)cc1	-4	0.7	0.8	-31	8	2	5	3.1	0
O=C(CCc1n[nH]c(=O)[nH]c1=O)Nc1cccc([N+](=O)[O-])c1	0	-0.3	-0.7	11	10	1	-8	0.1	3
CC(C)CC1c2[nH]c3ccccc3c2CCN1C(=O)CCC(=O)N(C)C (stereo unspecified)	-10	0.2	1.6	18	13	-34	-7	0.4	21
O=C(NCc1ccccc1Cl)c1ccc(S(=O)(=O)Nc2cccc(C(F)(F)F)c2)cc1	-2	1.4	5.3	-52	5	4	-17	3.7	6
Cc1ccc(Nc2cc(C)c3ccc(O)cc3n2)cc1C	15	-1.9	3.1	-40	12	31	-4	3.2	24
Cc1sc2ncnc(SCC#N)c2c1C	1	-0.4	-3.8	49	23	0	-1	0.6	-4
CCN(CC)S(=O)(=O)c1cccc(C(=O)NC(Cc2c[nH]c3ccccc23)c2nnc3n2CCC3)c1 (stereo unspecified)	-1	-0.1	2.9	3	6	3	1	1.0	5
O=C(O)C1CCC(=O)N1C1CCCC1 (stereo unspecified)	-1	0.8	1.6	14	19	-3	-9	8.3	-3
Cc1c(N(C(=O)Cc2cccs2)C2(C(=O)NC3CCCC3)CCCCC2)c(=O)n(-c2ccccc2)n1C	-3	-0.2	-0.5	18	6	0	4	0.3	5
Cc1ccc(C(=O)c2cc([N+](=O)[O-])ccc2N2CCOCC2)cc1	2	-0.3	-1.3	12	3	1	-5	1.6	-1
O=S(=O)(c1cccc2cccc(Cl)c12)N1CCCC1	0	0.6	-0.6	19	9	-4	1	0.4	10
C/C(=N\Nc1ccc(S(N)(=O)=O)cc1[N+](=O)[O-])c1ccco1	-3	-0.6	-1.7	-35	2	-4	-4	0.5	24
Cc1cc(C)nc(SCC(=O)N(C)C)n1	0	-0.1	0.0	-22	7	-2	-5	1.1	13
O=C(CSc1nc(Nc2ccccc2)nc(N2CCOCC2)n1)Nc1ccc([N+](=O)[O-])cc1	-2	-0.1	0.5	-28	7	-2	-3	1.4	-2
O=C(/C(=N\Nc1ccc([N+](=O)[O-])cc1)Sc1nnnn1-c1ccccc1)c1ccccc1	4	0.0	2.1	-13	5	-3	-1	0.2	0
CN(C(=O)c1ccc(S(=O)(=O)NC2CCCC2)cc1)C1CCCCC1	1	-0.8	-0.4	-27	18	-3	-6	0.1	5
FC(F)(F)c1cc(-c2ccc3c(c2)OCO3)nc(NCc2ccco2)n1	1	0.6	-1.6	9	5	2	-9	0.4	2
CCC(C)(C)C1CCc2nc3ccccc3c(C(=O)OC(C)C(=O)Nc3c(C)n(C)n(-c4ccccc4)c3=O)c2C1 (stereo unspecified)	-8	-0.1	3.0	13	14	-5	-1	1.9	0
CCOC(=O)N1CCC(Nc2c(OCC)c(=O)c2=O)CC1	2	1.2	0.0	37	8	-9	-6	0.3	3
CCc1cccc(CC)c1N(COC)C(=O)Cn1c(CO)nc2ccccc21	-3	0.3	-2.7	13	5	0	-8	-0.3	2
Oc1ccc(N=Nc2nc(-c3ccccc3)c(-c3ccccc3)[nH]2)cc1	-20	0.7	-0.5	55	6	-37	-11	1.8	8
CN(c1ccc([N+](=O)[O-])cc1C(N)=O)C1CCCCC1	-4	0.4	0.8	1	7	-1	-3	1.8	24

5 entries from above, with two lines to a compound:
Values run as follows: Runt-CBFb FRET	PERK inhibitor	TNF necrop inh	EP2 modulator	EP2 antag	Runt-SMMHC FRET	RBBP9 inh	zVAD death inh	Hck-Nef inh
Cc1ccc(C(=O)c2cc([N+](=O)[O-])ccc2N2CCOCC2)cc1
 : 2	-0.3	-1.3	12	3	1	-5	1.6	-1
O=C(CSc1nc(Nc2ccccc2)nc(N2CCOCC2)n1)Nc1ccc([N+](=O)[O-])cc1
 : -2	-0.1	0.5	-28	7	-2	-3	1.4	-2
COc1ccc(C(=O)Cn2nnc(-c3ccccc3F)n2)cc1
 : -4	0.7	0.8	-31	8	2	5	3.1	0
O=C(CCc1n[nH]c(=O)[nH]c1=O)Nc1cccc([N+](=O)[O-])c1
 : 0	-0.3	-0.7	11	10	1	-8	0.1	3
CCC(C)(C)C1CCc2nc3ccccc3c(C(=O)OC(C)C(=O)Nc3c(C)n(C)n(-c4ccccc4)c3=O)c2C1 (stereo unspecified)
 : -8	-0.1	3.0	13	14	-5	-1	1.9	0

New compounds follow.
SMILES	Runt-CBFb FRET	PERK inhibitor	TNF necrop inh	EP2 modulator	EP2 antag	Runt-SMMHC FRET	RBBP9 inh	zVAD death inh	Hck-Nef inh
CCCn1c(SCC(=O)Nc2nc3ccccc3s2)nc2c1c(=O)n(C)c(=O)n2C	-5	0.7	3.6	-64&-45	20&16	-4	6	0.4	1
CCN(CC)c1ccc(N=Nc2ncn[nH]2)cc1	-12	0.4	-5.5	1	6	-16	-7	39	16
CCOCCCNC(=S)N1CCN(Cc2ccc3c(c2)OCO3)CC1	1	0.9	0.5	6	8	-2	4	8.0	18
N#CCCn1nc(-c2ccc([N+](=O)[O-])cc2)cc1Nc1ccccc1NC(=O)C(F)(F)F	10	-0.7	4.8	-9	12	4	-5	0.4	3
O=S(=O)([N-]c1nc2ccccc2nc1-[n+]1ccccc1)c1ccccc1	0	1.3	0.1	5	8	2	-4	-0.5	-1
NNC(=O)C(=O)NCCCN1CCOCC1	1	2.8	0.3	20	2	-2	-7	1.0	17
CCC(C)(C)NC(=O)C(c1ccncc1)N(C(=O)Cn1nnc2ccccc21)c1cc2c(cc1C(C)=O)OCO2 (stereo unspecified)	-3	-0.1	-0.7	-5	7	2	-5	1.2	23
CCOc1ncccc1C(=O)OCC(=O)NC(=O)NC(C)C	-1	0.2	0.0	1	6	1	-8	0.7	-8
COc1cccc(/C=N/NC(=O)c2cc3c(OC)c(OC)ccc3[nH]2)c1OC	-2	-0.6	-5.5	-75	36	3	-1	2.8	8
CCN1CCN(Cc2c(O)ccc3c(=O)c(-c4ccc(OC)c(OC)c4)c(C)oc23)CC1	-2	-1.0	0.9	nt	-3	4	-14	1.6	-1
